# SRC3 inh: inhibitors of human steroid receptor coactivator 3 (SRC3) | Q9Y6Q9 | HEK293 GAL4-SRC3 luciferase reporter, luminescence | inhibition, % at 3.6 µM | 0.17% of 360,000 active | AID 588352;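 active means inhibition above a per-campaign cutoff, the mean of all compounds plus 3 SD, cut at about 60% in these data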;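 further: 0% = DMSO-treated cells and 100% = gossypol-treated cells at 36 µM; higher means less SRC3-driven luciferase light from the GAL4 reporter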
# Vif inh: blocks HIV Vif function | inhibition, % at 7.49 µM | HEK293T cells, Vif self-association by quenched fluorescence, imaging, 24 h | 0.35% of 340,000 active; in the data active means inhibition above about 50%, passing the limit was not always enough; inconclusive means no clear call, values can overlap the other calls; inactive means below about 31%; further: some results filed as inactive read as strong as hits
# NOD2 RIPK2 PPI: blocks binding of human NOD2 to RIPK2. CHO BLA complementation NOD2-RIPK2, CCF4 ratio. 0.38% of 360,000 active. inhibition, % at 4.98 µM. AID 624267; in the data active means inhibition above about 21%;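 further: 0% = vehicle only and 100% = reference blocker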
# Target sequence (O43353 whole entry, looked up): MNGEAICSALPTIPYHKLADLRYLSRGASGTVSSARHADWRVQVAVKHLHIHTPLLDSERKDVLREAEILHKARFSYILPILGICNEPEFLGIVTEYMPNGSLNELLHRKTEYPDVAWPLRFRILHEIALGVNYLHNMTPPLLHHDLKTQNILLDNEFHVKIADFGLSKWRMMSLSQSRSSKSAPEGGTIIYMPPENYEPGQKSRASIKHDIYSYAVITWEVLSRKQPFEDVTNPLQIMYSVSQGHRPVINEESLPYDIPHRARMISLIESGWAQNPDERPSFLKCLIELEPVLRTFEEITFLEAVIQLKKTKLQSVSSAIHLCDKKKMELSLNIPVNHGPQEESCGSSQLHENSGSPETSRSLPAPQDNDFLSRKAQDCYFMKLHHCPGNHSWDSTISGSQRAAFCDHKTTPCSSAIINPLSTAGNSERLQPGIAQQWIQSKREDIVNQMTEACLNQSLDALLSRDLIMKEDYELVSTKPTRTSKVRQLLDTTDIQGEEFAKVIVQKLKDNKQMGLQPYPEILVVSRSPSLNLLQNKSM
# LRH-1 inv ag: suppresses constitutive activity of human LRH-1; O00482; HEK293T StAR-luciferase reporter, LRH-1 transfected, 24 h; inhibition, % at 3.6 µM; 0.13% of 360,000 active;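 active means inhibition above the mean inhibition of all tested compounds plus 3 SD, cut at about 73% in these data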;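 further: 0% = DMSO wells and 100% = reporter-only cells lacking LRH-1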
# Target sequence (O00482 whole entry, looked up): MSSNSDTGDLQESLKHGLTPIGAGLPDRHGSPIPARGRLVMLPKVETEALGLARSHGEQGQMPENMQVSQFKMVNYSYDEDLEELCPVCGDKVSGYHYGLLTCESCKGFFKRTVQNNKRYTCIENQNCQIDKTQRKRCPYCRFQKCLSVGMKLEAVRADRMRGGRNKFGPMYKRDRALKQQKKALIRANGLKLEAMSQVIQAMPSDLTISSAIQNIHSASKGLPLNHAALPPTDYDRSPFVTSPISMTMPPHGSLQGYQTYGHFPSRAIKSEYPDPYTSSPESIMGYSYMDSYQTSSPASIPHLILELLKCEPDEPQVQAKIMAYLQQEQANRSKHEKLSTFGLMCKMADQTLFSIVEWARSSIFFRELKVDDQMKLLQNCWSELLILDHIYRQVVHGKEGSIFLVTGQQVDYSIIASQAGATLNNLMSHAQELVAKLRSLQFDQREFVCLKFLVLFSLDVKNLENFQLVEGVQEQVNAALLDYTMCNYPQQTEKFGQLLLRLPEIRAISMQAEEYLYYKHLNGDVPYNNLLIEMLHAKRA
# TROY signal inh: inhibitors of TROY-dependent NF-kB signaling. 0.98% of 360,000 active. inhibition, % at 10 µM. Q293 LMP1-TROYcd NF-kB luciferase reporter, 4 h. AID 1347056;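 active means compounds whose plate-normalised and pattern-corrected inhibition of the luciferase reporter signal at the single screening dose is 50% or more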
# NCOA2 inhibitor: inhibits human steroid receptor coactivator 2. Q15596. HEK293 GAL4-SRC2 luciferase reporter, luminescence. inhibition, % at 9 µM. 0.17% of 370,000 active. AID 651957;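 active means inhibition above the mean inhibition of all tested compounds plus 3 SD, set per campaign, cut at about 52% in these data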;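 further: 0% = DMSO treated cells and 100% = cells given Gossypol at 36 µM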
# SRC1 inh: inhibitors of human steroid receptor coactivator 1 (SRC1); HEK293 GAL4-SRC1 luciferase reporter, luminescence; Q15788; inhibition, % at 3.6 µM; AID 588354; 0.12% of 360,000 active;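 active means inhibition above the campaign mean plus 3 SD, with each screening campaign given its own cutoff, cut at about 60% in these data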;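 further: 0% = DMSO treated cells and 100% = gossypol at 36 µM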
# LMP1 NFkB inh: reduces LMP1-driven NF-kappaB luciferase signal | 0.69% of 350,000 active | inhibition, % at 12.5 µM | LMP1-induced NF-kappaB luciferase reporter cells, luminescence; in the data active means inhibition above about 41%; inconclusive means no clear call, values can overlap the other calls;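 further: 0% = neutral control wells and 100% = reference inhibitor control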
# TLR9-MyD88 inh: TLR9-MyD88 interaction inhibition. Q9NR96+Q99836. CHO BLA complementation TLR9-MyD88, CCF4 FRET ratio. inhibition, % at 4.98 µM. 0.21% of 340,000 active. AID 504734;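 active means inhibition above the mean over all tested compounds plus 3 SD, cut at about 21% in these data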;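 further: 0% = DMSO only wells and 100% = clavulanate BLA inhibitor control wells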
# NR2F2 inh: blocks human COUP-TFII nuclear receptor; P24468; HEK293T NGFI-A luciferase reporter, luminescence; inhibition, % at 8.6 µM; 0.7% of 370,000 active;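 active means inhibition above a per-plate cutoff, mean inhibition of test wells between control levels plus 3 SD, cut at about 38% in these data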;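 further: cells cotransfected with COUP-TFII expression vector driving the NGFI-A reporter; 0% = median of COUP-TF2 test wells and 100% = reporter-only cells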
# C8 TRAIL sens: sensitizes caspase-8 expressing cells to TRAIL. inhibition (viability loss, TRAIL sensitization), % at 10 µM. 1% of 360,000 active. NB7+C8 cells + TRAIL, ATPlite viability luminescence. AID 624354;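 active means compounds causing at least 50% loss of cell viability in the single-dose screen, relative to plate controls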
# An asterisk follows results filed as active; ? = inconclusive; . = not tested or not shown.
cpd	SMILES	SRC3 inh	Vif inh	NOD2 RIPK2 PPI	LRH-1 inv ag	TROY signal inh	NCOA2 inhibitor	SRC1 inh	LMP1 NFkB inh	TLR9-MyD88 inh	NR2F2 inh	C8 TRAIL sens
1	CN(C)CCCNCCNC(=O)/C=N\O	1	14	1	6	3	-17	-10	-4	-11	-16	3
2	Cc1cnc(C(=O)OCC(=O)N2CCC(C)CC2)cn1	8	-8	-10	8	-3	11	-15	5	2	-10	1
3	Cc1ccc(C)c(N2CCN(c3ncccc3[N+](=O)[O-])CC2)c1	13	18	-5	14	47	0	-21	11	11	3	23
4	COc1cc(C(=O)N2CCN=C2c2ccccc2)cc(OC)c1OC	9	?	1	7	-19	-2	-13	5	12	8	2
5	O=C(/C=C/c1ccco1)N1CCC(Cc2ccccc2)CC1	-6	65*	3	-13	4	-18	-26	-22	-1	-20	0
6	Cn1c(C(=O)NCCN2CCOCC2)cc2sccc21	2	-5	11	-1	-22	-17	-14	-15	2	-9	-5
7	O=C(N/N=C\c1ccc(F)cc1)c1cc(OCC(F)(F)F)ccc1OCC(F)(F)F	-24	?	-8	23	-2	6	2	-8	-6	13	0
8	CCOc1ccc(CSc2nc(C)cc(COC)c2C#N)cc1OCC	6	-3	-11	-12	22	14	18	-5	-4	2	-4
9	Cn1c(NCCN2CCOCC2)nc2c1c(=O)n(Cc1cccc(Cl)c1)c(=O)n2C	6	7	-10	-18	.	7	17	-1	-11	2	-12
10	Nn1c(SCC(=O)NCc2ccc3c(c2)OCO3)nnc1C1CC1	4	-5	-2	11	.	16	4	-3	4	1	-11
11	CC1(C)CC2CC(C)(CN2C(=O)c2ccc([N+](=O)[O-])cc2)C1 (stereo unspecified)	15	0	0	13	2	10	-4	2	3	8	0
12	CC1CCc2nc3sc4c(c3c(N)c2C1)CCCC4 (stereo unspecified)	-55	-6	6	-101	-50	-27	-61	-16	2	-65	39
13	COc1cc(SC)ccc1C(=O)NCCNC(=O)c1nonc1N	-3	2	0	-5	-5	16	10	-1	11	10	2
14	CCOc1ccc(C(=O)Nc2ccc(NC(=S)NC(=O)CC)cc2)cc1Cl	12	15	0	-4	6	1	-3	5	0	11	-1
15	CC1CCN(C(=O)CN(C)S(=O)(=O)c2cccc3nsnc23)CC1	-22	31	0	-8	-8	-5	-3	9	7	6	11
16	Cc1ccc(C(=O)N2CCCCCC2)cc1S(=O)(=O)N1CCOCC1	-29	.	-17	-8	16	-11	-14	-2	2	2	-10
17	Cc1ccc2nc(-c3ccc(SCC(=O)Nc4cc(C)on4)nc3)[nH]c2c1	-63	.	-4	-150	-57	-77	-72	-15	-15	-28	25
18	CCN(CC)CCn1c2c(c(SCC(=O)Nc3ccc4c(c3)OCCO4)nc1=O)CCCC2	-7	15	1	2	24	3	-9	1	-4	-14	6
19	O=c1c(CN2CCN(Cc3ccccc3F)C(CCO)C2)coc2ccccc12 (stereo unspecified)	-2	0	-3	2	7	-20	-21	-2	0	6	-2
20	COc1cccc(/C=C/C(=O)OCC(=O)N2CCCC2)c1OC	86*	.	1	-16	-17	4	-22	-5	-3	-39	-3
21	O=C(Nc1ccnn1C1CCN(CC2CC=CCC2)CC1)c1ccccc1 (stereo unspecified)	13	-17	-5	7	11	-6	-3	-6	18	-22	6
22	CNc1c(N)c(=O)oc2ccccc12	-42	10	-3	-45	-36	-46	-47	-11	-1	-28	1
23	CC(C)Oc1ccc(S(=O)(=O)N2CCOCC2)cc1NC(=O)c1nn(C)c(=O)c2ccccc12	3	.	-8	15	13	-40	-15	-17	4	2	19
24	COC(=O)c1ccc(NC(=O)CN(Cc2ccc(Cl)cc2)S(C)(=O)=O)cc1	11	-6	2	7	-8	-24	-5	1	6	-12	19
25	C[C@@H]1CN([C@@H](C)CO)C(=O)c2cccc(NS(C)(=O)=O)c2O[C@H]1CN(C)Cc1ccc(C(=O)O)cc1	4	.	-3	-8	2	-4	-3	-2	3	2	-8
26	O=C(NCNC(=O)c1ccccc1)c1ccccc1	9	0	-5	-5	-12	-5	0	-3	5	10	-5
27	Cc1ccc2c(c1)c1ncnc(N3CCN(c4ccccc4)CC3)c1n2C	-6	6	-1	-14	13	-5	-21	15	-5	9	-10
28	c1cn(CCCNC2=NCCCCC2)cn1	9	-1	3	1	-1	-5	-1	13	-5	-8	9
29	COc1cc(/C=N/NC(=O)CSc2ccccn2)ccc1OC(C)C	-50	.	-9	-11	-33	4	-27	-3	.	13	18
30	CCCn1nc2cc(C(=O)NCCc3ccc(C)cc3)ccc2c1OCC	5	-5	8	-13	-25	-30	3	-9	5	-10	1
31	Cc1ccc(C)c(C(=O)COc2ncnc3ccccc23)c1	-19	1	-2	-41	-50	3	-33	-7	-6	5	13
32	Cc1ccc(CCNC(=O)CC(C)CC2=NS(=O)(=O)c3ccccc3N2)cc1 (stereo unspecified)	12	8	9	15	4	-6	-13	3	-4	-16	-1
33	COC(=O)c1cc2sccc2n1Cc1nc(-c2ccc(Cl)cc2)oc1C	18	-1	-7	-3	-10	-52	-16	24	-9	-6	20
34	CCN(CC)CCN(C(=O)c1ccc2c(c1)CCCC2)c1nc2c(OC)cccc2s1	2	-7	11	-1	9	13	7	10	-9	2	8
35	COc1ccc(C(=O)NCCCN2CCN(CCCNC(=O)c3ccc(OC)c(OC)c3)CC2)cc1OC	-7	5	-1	3	-12	-32	5	-2	1	-1	-4
36	COc1ccc(C)cc1NC(=O)Nc1cccc(C(=O)O)c1	4	1	-5	12	6	21	12	3	-2	-11	0
37	COC(=O)C1=C(C)OC(N)=C(C#N)C1c1cc(OC)ccc1OC (stereo unspecified)	1	11	-8	2	-6	17	11	-3	4	-1	-10
38	COc1ccc(C(=O)NCC(=O)OCC(=O)NC2CCCCCC2)cc1	4	18	14	5	4	-9	-7	4	10	-10	-8
39	Cc1ccc(-c2csc(C(C)(O)c3cccc(F)c3)n2)cc1C (stereo unspecified)	10	-6	-8	18	-10	-2	-2	.	.	-4	-12
40	CCCc1cc(=O)oc2c(C)c(OCC(=O)NCc3ccccn3)ccc12	4	6	0	16	-9	6	-20	-8	-10	0	15
41	O=C(c1ccc(S(=O)(=O)N2CCCCCC2)cc1)N(c1ccccn1)C1CCCCC1	-12	.	8	-14	5	-10	6	-10	-15	-11	-9
42	O=C(c1ccc(Cl)c([N+](=O)[O-])c1)N1CCN(S(=O)(=O)c2ccc(Cl)cc2)CC1	19	19	0	7	-14	0	-3	-1	4	6	2
43	CSCC[C@H](NC(=O)OC(C)(C)C)c1nnc(SCc2cccc(F)c2)o1	6	4	-8	9	6	7	-6	2	0	6	3
44	Cc1cc(C)cc(CC(=O)N2CCC2(C)C(=O)NS(=O)(=O)c2ccccc2C)c1 (stereo unspecified)	-20	0	0	-10	1	-22	-19	.	.	2	-13
45	Cc1ccc(OCCN2CCNCC2)c([N+](=O)[O-])c1	9	11	-12	5	-24	-27	2	8	-11	9	-8
46	O=C(Nc1ccc(NC(=O)c2ccc(S(=O)(=O)c3ccccc3)cc2)cc1)c1ccccc1	11	-13	-2	-2	-7	-1	3	-3	-3	-6	-3
47	C[C@@H]1CN([C@H](C)CO)C(=O)c2cc(Br)cnc2O[C@@H]1CN(C)C(=O)NC1CCCC1	10	-11	-8	3	-16	-1	-5	-5	6	-5	-6
48	COc1cc(/C=C(/C(=O)O)c2ccc(-c3ccccc3)cc2)cc(OC)c1OC	-2	39	2	0	3	14	1	-2	2	-1	7
49	O=C1CCN(Cc2ccccc2)CCN1[C@H](CO)c1ccccc1	-16	-9	7	-16	-1	11	14	-2	-8	-1	-8
50	Cc1cc(C)n(-c2ccc(C(=O)OCn3nnc4ccccc4c3=O)cc2)n1	-9	1	1	13	10	-9	-9	-1	0	-10	2
51	CCCCNC(=S)NNC(=O)c1cc(C2CC2)nc2ccccc12	11	-2	5	-2	-3	-18	-2	-1	3	7	-1
52	Cc1cc(C)c(S(=O)(=O)N2CCCC(C(=O)NC3CCCC3)C2)c(C)c1 (stereo unspecified)	-13	4	-1	-10	-8	10	-4	-1	-5	-3	-17
53	CC1=C(C(=O)N2CCOCC2)C(c2cc(C)ccc2C)NC(=S)N1 (stereo unspecified)	-5	.	-7	0	-12	11	1	1	1	-22	-2
54	Cc1nc(C(=O)Nc2ccccc2)sc1C(=O)Nc1ccccc1	-53	5	-10	-88	-24	-42	-43	-18	5	-55	7
55	COCCCNC(=O)c1ccc([N+](=O)[O-])c(Cl)c1	6	11	-9	21	17	27	14	-3	-13	-7	-4
56	CCCCC(CC)C(=O)N1CCN(C(=O)c2ccco2)CC1 (stereo unspecified)	17	-1	0	17	-5	7	19	-12	4	1	-6
57	COc1ccc(CNC(=O)N2CCN(c3ccccc3OC)CC2)cc1	3	-3	-11	-13	-8	-6	0	3	-5	-6	2
58	COc1ccc(C2c3[nH]c4ccccc4c3CCN2C(=O)c2ccc(=O)n(C)n2)c(F)c1 (stereo unspecified)	-4	-18	-5	-7	-18	-10	-34	5	-6	-25	-1
59	CC(C)CC(=O)Nc1ccc(C(=O)Cn2c(=O)oc3ccccc32)cc1	12	-1	-5	-12	16	30	-18	-4	3	-1	-9
60	Cc1c(OCC(=O)NCCN2CCOCC2)ccc2c(-c3ccccc3)cc(=O)oc12	13	15	-3	19	-30	-19	3	-4	0	0	-4

# Next part.
cpd	SMILES	SRC3 inh	Vif inh	NOD2 RIPK2 PPI	LRH-1 inv ag	TROY signal inh	NCOA2 inhibitor	SRC1 inh	LMP1 NFkB inh	TLR9-MyD88 inh	NR2F2 inh	C8 TRAIL sens
61	Cc1nc(NCC2CCCO2)c2nnn(Cc3ccccc3)c2n1 (stereo unspecified)	-13	.	-10	-12	5	-3	-5	-14	-6	-7	14
62	CN1C(=S)SC2CS(=O)(=O)CC21C (stereo unspecified)	3	-1	6	-5	-12	21	-11	4	-4	4	5
63	CCNC1CCS(=O)(=O)C1 (stereo unspecified)	8	-4	-10	7	-8	19	-7	-5	4	-1	-7
64	Cc1cc(C(=O)OC(C(=O)Nc2ccc(C)c(Cl)c2)c2ccccc2)c(C)o1 (stereo unspecified)	-9	6	-5	17	35	-17	5	4	3	-3	18
65	COc1cc(/C=C2\SC(=Nc3ccccc3)N(Cc3ccco3)C2=O)ccc1OC(C)C(=O)O (stereo unspecified)	-26	4	-5	-29	4	11	7	-10	-2	-6	5
66	O=C(CSc1n[nH]c(-c2ccncc2)n1)Nc1ccccc1Cl	7	-1	-2	12	-17	5	-10	-1	1	0	-1
67	Cc1ccc(-c2cccc([C@H]3[C@@H]4C=CC[C@@H](C)[C@@H]4C(=O)N3Cc3ccccc3)c2)cc1	7	-5	-5	-12	-10	-2	12	-25	-4	23	12
68	COc1ccc(-c2nc3c(C)cc(Br)cn3c2Cc2cccc(F)c2)cc1OC	9	.	-1	15	-8	1	16	.	.	-6	-16
69	CCOC(=O)CSC1=Nc2ccccc2C2=NC(CC(=O)NCc3ccccc3)C(=O)N12 (stereo unspecified)	-9	.	4	-7	0	-6	1	-8	-4	19	-8

# Assay outcomes: PubChem, several laboratories

# This is a subset; count on the stated rates, not on these rows.
